# dFosB act: mouse delta FosB homodimer activation | P13346 | purified delta FosB, TAMRA-CDK5 oligo fluorescence polarization; percent of positive-control signal above neutral wells | activation, % at 25 µM | 340,000 compounds, 0.99% hits;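 active = mean activation above about 17%, with every replicate also reaching it, limit read from the data, passing the limit was not always enough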;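 note: fluorescence polarization rise as delta FosB binds a TAMRA Cdk5 AP-1 oligo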
# Target sequence (P13346 whole entry, looked up): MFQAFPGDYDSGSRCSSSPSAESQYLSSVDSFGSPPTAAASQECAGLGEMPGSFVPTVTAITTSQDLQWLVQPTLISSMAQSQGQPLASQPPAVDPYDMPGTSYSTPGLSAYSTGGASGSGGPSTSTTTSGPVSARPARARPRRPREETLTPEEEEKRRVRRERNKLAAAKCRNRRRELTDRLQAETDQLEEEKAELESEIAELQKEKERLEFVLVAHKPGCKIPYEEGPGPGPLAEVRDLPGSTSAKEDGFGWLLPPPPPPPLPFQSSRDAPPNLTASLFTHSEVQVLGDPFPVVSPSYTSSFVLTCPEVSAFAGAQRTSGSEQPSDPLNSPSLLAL
# RTF Ca sens act: cardiac RTF calcium sensitization. P19429+P45379. IANBD-labeled TnC RTF fluorescence at EC20 calcium; 0% EC20 calcium, 100% full calcium. activation, % at 7.2 µM. 340,000 compounds, 0.24% hits. AID 493008;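 active = activation above the mean over all tested compounds plus 3 SD, cut at about 30% in these data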;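 note: rise in fluorescence read as greater calcium sensitivity of cardiac thin filaments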
# CAL PDZ FP-1: inhibitors of human CAL PDZ peptide binding; Q9HD26; purified CAL PDZ, TMR-peptide fluorescence polarization, 1 h; inhibition, % at 20 µM; 330,000 compounds, 0.02% hits; AID 504414;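 active = highest replicate inhibition of at least 40%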;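 note: plate controls were DMSO neutral control wells for no effect and unlabeled competitor peptide control wells for full effect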
#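 material = purified tagged CAL PDZ domain construct (CerCALP) | compound dosing = 20 µM, one dose | times = 1 h at RT | measured by = fluorescence polarization from S- and P-plane intensities, G-factor corrected | read-out = inhibition from polarization loss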
# V-ATPase pHluor: yeast V-ATPase proton transport regulation by pHLuorin; 350,000 compounds, 0.37% hits; response, % at 10 µM; AID 504577; S. cerevisiae, pHLuorin cytosolic pH fluorescence; in the data active = response mostly above about 7.3%, no sharp cut-off; inactive = mostly below about 5.4%; note: actives read high; inactives centre near 0; some compounds called inactive have numbers as strong as hits; reference of the scale not given here
# Rtt109 HAT inh: C. albicans Rtt109 histone acetyltransferase inhibition; Q5AAJ8; purified Rtt109/Vps75, ThioGlo CoA-SH fluorescence, 4 h; inhibition, % at 34.9 µM; 330,000 compounds, 0.16% hits;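 active = inhibition of at least 50% in every replicate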
# Wnt act: activates Wnt/beta-catenin signaling in a reporter cell assay. activator, plate reader. activation, % at 9.35 µM. 300,000 compounds, 1.2% hits. AID 743398; in the data active = activation above about 30%, passing the limit was not always enough;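 note: 0% = neutral control wells and 100% = positive control wells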
# CDK5 inh: inhibitors of human CDK5/p35 kinase; inhibition, % at 10 µM; AID 488839; Q00535+Q15078; Recombinant CDK5/p35, ADP-Glo luminescence, 60 min; 330,000 compounds, 0.01% hits;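 active = highest replicate inhibition of at least 50% and at least 75% of replicates reaching 50%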;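 note: plate controls were DMSO neutral control for no effect and GW8510 at 10 µM for full effect; many of its hits are not listed in these tables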
# Target sequence (Q00535 whole entry, looked up): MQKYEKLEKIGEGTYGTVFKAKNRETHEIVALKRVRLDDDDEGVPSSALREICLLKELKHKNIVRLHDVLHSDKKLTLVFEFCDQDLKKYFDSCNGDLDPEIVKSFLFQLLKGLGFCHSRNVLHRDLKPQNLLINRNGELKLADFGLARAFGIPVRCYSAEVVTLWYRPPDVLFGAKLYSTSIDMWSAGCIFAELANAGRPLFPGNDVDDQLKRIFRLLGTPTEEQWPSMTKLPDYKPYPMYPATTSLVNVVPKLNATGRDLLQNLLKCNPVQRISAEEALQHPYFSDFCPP
# Target sequence (Q15078 whole entry, looked up): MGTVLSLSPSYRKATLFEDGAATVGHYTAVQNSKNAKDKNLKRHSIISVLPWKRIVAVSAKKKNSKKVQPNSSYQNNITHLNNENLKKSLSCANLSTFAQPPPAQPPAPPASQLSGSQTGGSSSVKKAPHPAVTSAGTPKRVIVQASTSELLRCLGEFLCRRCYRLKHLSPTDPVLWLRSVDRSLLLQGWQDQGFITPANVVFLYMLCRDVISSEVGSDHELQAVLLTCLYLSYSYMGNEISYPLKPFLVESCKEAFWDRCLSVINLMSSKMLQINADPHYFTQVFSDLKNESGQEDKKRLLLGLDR
# MITF TRPM1 HTS: increases MITF-driven TRPM1 promoter luciferase signal | SK-MEL-5 TRPM1-promoter luciferase, 24 h; % of positive control, neutral wells = 0 | activation, % at 12.5 µM | 300,000 compounds, 0.75% hits;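 active = mean activation of at least 80% with every replicate also reaching 80%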;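 note: 0% = neutral control wells and 100% = parthenolide positive control wells; values of inactives mirror those of a sister screen read the other way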
# Tat transport: inhibitors of E. coli Tat protein transport; 340,000 compounds, 0.036% hits; inhibition, % at 10 µM; E. coli MC4100 TorA-mCherry Tat export, fluorescence;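 active = mean replicate inhibition at least 50% and at least half of replicates individually reaching 50%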;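 note: exported cargo escapes ClpAP degradation while cytoplasmic cargo is degraded and loses fluorescence; 0% = median of neutral control wells and 100% = median of NaSCN control wells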
# CAL PDZ FP-2: inhibitors of human CAL PDZ peptide binding | Q9HD26 | purified CAL PDZ, TMR-peptide fluorescence polarization, 1 h | inhibition, % at 24.9 µM | 300,000 compounds, 0.92% hits | AID 602252;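 active = mean inhibition of at least 30% with at least half of replicates also reaching 30%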;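 note: 0% = DMSO neutral control and 100% = excess unlabeled competitor peptide PRC23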
# The depositor's hits bear a star; . = not tested or not shown; & = joins results of further samples.
SMILES,dFosB act,RTF Ca sens act,CAL PDZ FP-1,V-ATPase pHluor,Rtt109 HAT inh,Wnt act,CDK5 inh,MITF TRPM1 HTS,Tat transport,CAL PDZ FP-2
Cc1nn2c(=O)c(NC(=O)c3ccc(Cl)cc3)cnc2s1,-4,1,-0.1,3,1,22,0.7,35,0,-3
O=C(C1CCCN1S(=O)(=O)c1cccc2cccnc12)N1CCN(c2ccccc2)CC1 (stereo unspecified),-15,9,0.1,1,12,-3,-0.8,-5,-3,-6
O=C(NCCO)c1cc2c([nH]c3ccccc32)c(-c2ccc(F)cc2)n1,-19,3,-8.1,1,8,-1,1.4,-20,4,-10
O=C1c2cc(S(=O)(=O)NCCCO)ccc2-c2ccc(S(=O)(=O)NCCCO)cc21,-3,-3,-0.5,-5,4,.,0.1,5,4,.
CCN(CC(=O)N1CCN(C)CC1)S(=O)(=O)c1ccc(Cl)cc1,-3,-6,0.2,-1,4,.,0.0,1,0,.
O=C(Nc1nnc(CCc2ccccc2)s1)c1ccccc1,-4,7,-1.1,-1,-1,3,-0.8,.,-2,-8
COc1cccc(/C(C)=N/NS(=O)(=O)c2ccc(Cl)cc2)c1,-12,-4,-0.5,-1,0,-1,-6.9,4,-3,-1
CCOC(=O)CSc1nc(C)[nH]c1[N+](=O)[O-],-2,-4,-2.7,-1,2,-4,-0.6,3,5,-9
COc1ccccc1NC(=O)COC(=O)c1ccc([N+](=O)[O-])s1,-4,-9,-1.6,2,-2,-1,0.8,-12,-8,-4
CN(CCc1ccccc1)C(=O)c1ccc(NC(=O)Cc2ccc(NC(=O)C3CCCN(C(=O)C4CCCCC4)C3)cc2)cc1 (stereo unspecified),-10,-2,-1.0,0,1,-2,-1.7,-20,-2,-4
Cc1cc(C(=O)O)oc(=O)c1,-1,2,-0.3,3,-2,0,2.5,-8,3,-4
CS(=O)(=O)N(CC(=O)N1CCN(Cc2ccc3c(c2)OCO3)CC1)C1CCCCC1,-2,2,0.0,1,13,-1,0.7,-5,-12,0
Cc1sc2ncn(C(C)C(=O)OC3CCCCC3)c(=O)c2c1C (stereo unspecified),-6,0,-2.2,2,-10,.,-0.8,-3,-3,-4
CCOC(=O)C1=C(O)C(=O)N(c2ccc(S(N)(=O)=O)cc2)C1c1ccccc1 (stereo unspecified),-2,-1,-2.4,3,2,.,-0.1,-14,-2,.
CCc1ccc(NC(=O)CN(N=Nc2nonc2C)c2nonc2C)cc1,-7,0,-2.1,1,-4,-1,0.2,12,-5,0
O=C(COc1ccccc1Cl)Nc1cnn(Cc2ccccc2)c1,-9,-3,-1.3,0,-4,.,-0.7,7,-1,-1
CN(Cc1ccccc1)c1ccc(C(CC(N)=O)NC(=O)c2ccc(Br)cc2)cc1[N+](=O)[O-] (stereo unspecified),0,-12,-0.4,-1,1,-5,-1.0,-4,-6,-1
CCCCc1cc(=O)oc2cc(C)cc(OCC(=O)N3CCC(C(=O)O)(c4ccccc4)CC3)c12,2,1,0.0,-3,15,3,2.0,.,-2,-2
COc1cc(OC)cc(C(=O)NC(C(=O)O)C23CC4CC(CC(C4)C2)C3)c1 (stereo unspecified),-11,7,-0.7,-3,5,-1,-4.5,2,3,-7
COc1ccc2[nH]c(C(=O)O)c(CCNC(C)=O)c2c1,9,6,-0.8,2,5,1,3.4,2,-3,0
CC(=O)N1c2c(cc(Br)cc2S(=O)(=O)N2CCN(c3ccccc3F)CC2)CC1C (stereo unspecified),-3,-6,-0.4,-2,5,-3,-0.5,-14,8,-3
Cc1ccccc1/C=N/NC(=O)Cn1cnc([N+](=O)[O-])n1,-3,1,0.0,-2,-12,.,-0.6,.,-1,-3
Cc1ccc(NC(=O)CN2C(=O)S/C(=C/c3ccncc3)C2=O)cc1,-6,2,-2.7,-1,2,0,-1.2,0,-2,-4
Cc1ccc(N(C(C)C(=O)Nc2ccc3c(c2)OCO3)S(C)(=O)=O)cc1 (stereo unspecified),-7,4,-0.5,2,4,.,-0.3,-8,-7,10
Cc1c(Cl)ccc2c(C(=O)Nc3cc(C(C)(C)C)on3)cc(-c3ccccn3)nc12,-12,-3,-1.0,-1,-7,-10,0.7,-19,-3,-2
O=C(CCSCCC(=O)NN=Cc1ccc(F)cc1)NN=Cc1ccc(F)cc1,-16,6,-0.3,-2,-3,-2,-0.4,10,3,1
CCN(CC)CCNC(=O)C1CCN(S(=O)(=O)c2c(C)noc2/C=C/c2ccccc2F)CC1,-21,-5,-3.9,3,6,-5,-0.7,-78,3,-3
CS(=O)(=O)N1CCN(c2nc3ccccc3s2)CC1,1,-8,-1.9,-2,-2,.,2.9,67,-10,-12
O=C(COc1cccc2c1CCNC2=O)Nc1ccc(F)cc1,-1,-2,-2.7,3,-9,-2,2.7,-10,-3,-7
COc1ccc(-c2nnc(-c3cc4c(ccc5ccccc54)oc3=O)o2)cc1,-1,-6,-3.0,3,-1&-4,0,0.0,4,-5&0,-3
COc1ccc(CC(=O)NCc2ccccc2)cc1OC,3,-4,-0.6,0,-3,0,0.8,-1,4,.
CC1CCCCN1C(C(=O)O)c1ccccc1 (stereo unspecified),0,3,0.6,1,-7,-1,-0.3,0,-4,1
Cc1ccc(S(=O)(=O)CCC(=O)Nc2ccc3nc(C)sc3c2)cc1,-2,-3,-0.9,4,9,0,-7.9,-9,-4,1
CCN1CCCC1CN(Cc1cc2c(C)cc(C)cc2[nH]c1=O)C(=O)NC1CCCCC1 (stereo unspecified),14,-1,-1.4,3,3,.,0.1,12,0,-1
Cc1ccccc1N1C(=O)C(Cl)=C(N2CCOCC2)C1=O,6,0,0.4,-1,8,0,-0.8,.,7,-11
Cc1cc(C)nc(SSc2nc(C)cc(C)n2)n1,0,-3,0.7,0,0,0,3.3,.,-12,3
COc1cc(C(=O)OCc2ccc([N+](=O)[O-])cc2)cc(OC)c1OC,-8,1,-1.9,4,.,.,-1.5,1,6,-2
CC(C)c1onc(C(=O)N2CCOCC2)c1[N+](=O)[O-],5,-6,-2.8,-3,-7,0,-0.5,5,-2,-4
Cc1cc(CNC(=O)c2cc(-c3ccccc3)nc3ccccc23)nn1C,-17,4,-0.5,5,-1,-1,1.1,1,-3,-1
CCOc1ccc(NC(=O)C2CCN(S(=O)(=O)c3ccc4c(c3)N(C(C)=O)CCO4)CC2)cc1,-10,1,-1.9,-1,-3,-3,-0.7,-10,-1,-1
COc1ccccc1C(=O)Nc1nnc(S(=O)(=O)N2CCOCC2)s1,-9,7,-1.0,1,-2,1,.,25,1,-17
COCCn1c(=NC(=O)CSCC(=O)Nc2cc(C)on2)sc2cc(C(=O)OC)ccc21,-12,2,-2.5,1,.,12,1.0,0,-1,-6
O=C(NCc1nnc(SC/C=C/c2ccccc2)o1)c1ccco1,-4,2,.,-4,-4,-4,-0.2,-10,4,1
CCOC(=O)N1CCN(C(=O)C2CCN(S(=O)(=O)c3ccc(F)cc3)CC2)CC1,-2,-4,-0.6,3,-8,-2,-0.1,1,5,-5
COC(=O)c1cccc(S(=O)(=O)N2CCCCC2)c1,-1,3,-0.5,0,0,.,-0.1,9,0,.

# Entries of single compounds, quoted from the list. Screens in order: dFosB act | RTF Ca sens act | CAL PDZ FP-1 | V-ATPase pHluor | Rtt109 HAT inh | Wnt act | CDK5 inh | MITF TRPM1 HTS | Tat transport | CAL PDZ FP-2
# CCOC(=O)N1CCN(C(=O)C2CCN(S(=O)(=O)c3ccc(F)cc3)CC2)CC1 in the list: -2 | -4 | -0.6 | 3 | -8 | -2 | -0.1 | 1 | 5 | -5
# COC(=O)c1cccc(S(=O)(=O)N2CCCCC2)c1 in the list: -1 | 3 | -0.5 | 0 | 0 | . | -0.1 | 9 | 0 | .

# Additional entries
SMILES,dFosB act,RTF Ca sens act,CAL PDZ FP-1,V-ATPase pHluor,Rtt109 HAT inh,Wnt act,CDK5 inh,MITF TRPM1 HTS,Tat transport,CAL PDZ FP-2
O=C(CSc1nnc2n(C3CCCCC3)c(=O)c3ccccc3n12)OC1CCCCC1,-11,1,-2.4,0,5,.,-0.3,14,-3,.
COc1ccc(NC(=O)CSc2nccn2-c2ccccc2)c(OC)c1,5,-2,0.0,2,5,.,-0.4,7,-4,-1
COc1ccccc1C(=O)NCC(=O)NNC(=O)c1cccs1,3,-3,-3.8,2,-3,-21,-4.3,-5,1,-5
Cn1c(=O)[nH]c(=O)c2c1nc(N1CCCC1)n2CCCSc1nnnn1-c1ccccc1,-3,4,-0.9,-3,2,.,1.6,-1,-1,3
COc1ccc(S(=O)(=O)N2CCCCC2)cc1NC(=O)c1ccco1,2,-1,0.2,0,5,0,-2.0,-5,4,6
COc1ccc(S(=O)(=O)N2CCN(C(=O)c3cccnc3)CC2)cc1OC,2,-11,0.3,1,6,1,0.3,18,-7,0
Cc1ccc(S(=O)(=O)N(C)CC(=O)OCC(=O)N2CCN(c3ccccc3)CC2)cc1,-12,-5,-2.3,6,7,-2,-4.6,4,6,2
Nc1nonc1-n1nnc(C(=O)N/N=C/c2ccncc2)c1-c1cccs1,-2,-1,-1.9,-1,-4,1,0.2,9,-8,5
O=C1COc2ccc(C(=O)COC(=O)c3ccccc3[N+](=O)[O-])cc2N1,1,-3,-0.1,4,0,5,1.0,21,0,2
CC1CN(C(=O)CS(=O)(=O)Cc2ccccc2)CC(C)O1 (stereo unspecified),-3,1,-1.7,-3,7,0,-1.5,-4,0,1
CCOC(=O)c1c(S(=O)(=O)NCC(=O)Nc2ccccc2)c(C)n(C)c1C,-2,-3,-2.4,6,4,-4,2.0,-7,-2,1
O=C(NC1CCCC1)C(c1cccnc1)N(Cc1ccccc1)C(=O)c1csnn1 (stereo unspecified),-9,-4,-3.8,2,1,-2,1.6,9,4,-3
O=C(O)C1CCC(CNS(=O)(=O)c2ccc(Br)cc2)CC1 (stereo unspecified),3,-2,0.1,-4,-6,1,-1.3,-8,-9,-4
CCOc1ccc(C2=CSC3=NCCN23)cc1Cl,4,2,-0.3,1,-2,5,1.4,.,-3,-2
CC(Oc1ccc2c3c(c(=O)oc2c1)CCC3)C(=O)NCCCn1ccnc1 (stereo unspecified),-10,2,-1.2,1,-2,-1,.,17,-2,-1
CC(C)c1ccc(C(=O)NC2=NCCS2)cc1,-2,0,-0.8,-1,-1,45*,1.8,44,-4,-2
COc1ccc(Cl)cc1NC(=O)CN(C)C(=O)c1cn2ccccc2n1,-6,4,0.2,0,1,-2,-0.6,.,7,-2
CS(=O)(=O)Nc1ccc(C(=O)Nc2ccccc2-c2ccccc2)cc1,0,7,-1.9,1,6,-1,-3.8,.,0,0
COc1ccc(CNC(=O)COC(=O)C(CCSC)N2C(=O)c3ccccc3C2=O)cc1 (stereo unspecified),-10,1,0.2,-2,-3,-2,0.6,.,9,0
COCC(=O)Nc1c(I)c(C(=O)NCC(O)CO)c(I)c(C(=O)N(C)CC(O)CO)c1I (stereo unspecified),-2,4,0.0,6,-6,2,0.5,1,11,-1
CCCCN(C)CCCNC(=O)Cn1c(=O)sc2ccccc21,-3,-3,0.5,3,-9,-2,0.4,0,-6,10
Cn1cc(C(=O)c2ccccc2)cc1-c1nc2ccccc2n1C,3,-4,-3.8,4,-8,.,-1.0,-7,-1,-5
CCCN(Cc1nnc(-c2ccccc2Cl)o1)C(=O)c1cc(S(=O)(=O)N2CCOCC2)ccc1F,-18,-11,-1.2,-2,2,3,-1.3,8,0,-4

# Screens (PubChem BioAssay)
